Assay outcomes from PubChem.
RECQ1 inh – RECQ1 (human) helicase inhibition; P46063; RECQ1 DNA unwinding, red fluorescence kinetic read; Potency, µM (top dose mostly 57.3 µM), inactives show top-dose activity, negative = inhibition, usual class: inhibitors; actives 0.54% (n = 240,000);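 note: plate controls were vehicle for no effect and no enzyme for full effect; nearly all actives have a fitted effect of over 30% in size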
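RECQ1T1 50 nM; forked duplex (20 bp + 30-nt ss tails) 200 nM, ATP 2 mM final; pH 8.0, 2 mM MgCl2, 2.5 ug/ml poly(dI-dC); 15 min compound preincubation; discontinuous kinetic read over 2 h at RT.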
Luc counter – blocks Kinase-Glo luciferase, a counter-screen artifact. Q27757. Kinase-Glo luciferase, ATP luminescence, 8 min. Potency, µM (highest dose often 38.3 µM), inactives show top-dose activity change, negative = inhibition, hits mostly inhibitors. actives 0.28% (n = 200,000). AID 1379; note: % is set by controls: 0 for no effect and ±100 for the full control effect; nearly all actives have a fitted effect of over 60% in size
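Kinase-Glo luciferase light output from ATP and luciferin was measured with 10 uM ATP, within the enzyme's linear range. Buffer: 50 mM imidazole pH 7.2, 50 mM KCl, 7 mM MgCl2, 0.01% Tween 20, 0.05% BSA; luminescence read after 8 min at ambient temperature.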
KDM4E inh – blocks human JMJD2E demethylase activity; Potency, µM (titrated, usually from 57.1 µM), for the others: top-dose activity change, negative = inhibition, hits mostly inhibitors; B2RXH2; actives 1.6% (n = 230,000); JMJD2E catalytic domain, FDH-coupled NADH fluorescence (FDH is formaldehyde dehydrogenase); active = well fitted inhibition curve with a large enough effect, not every such curve was filed as active; inconclusive = small, poorly fitted or top-dose-only effect, or another doubt; inactive = no such curve, though single readings can be large or run the other way;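 note: 0% = wells with enzyme and -100% = buffer wells without enzyme; nearly all actives have a fitted effect of over 50% in size; many of its hits are not listed in these tables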
Tau ThT inhib – tau fibrillization inhibition (ThT binding). recombinant tau K18 P301L (four-repeat tau fragment), heparin-induced fibrillization, ThT fluorescence. actives 2.1% (n = 270,000). AID 1460. Potency, µM (titrated, usually from 57.4 µM), for the others: at the top dose activity, negative = inhibition, most hits filed as inhibitors. P10636; note: % is set by controls: 0 for no effect and ±100 for the full control effect; nearly all actives have a fitted effect of over 55% in size
Target sequence (P10636 561-689 P618L limits assumed): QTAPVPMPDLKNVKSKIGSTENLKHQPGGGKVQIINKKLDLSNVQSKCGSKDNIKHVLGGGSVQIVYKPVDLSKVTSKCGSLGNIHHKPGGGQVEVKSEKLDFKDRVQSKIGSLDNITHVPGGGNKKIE
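Recombinant human tau K18 fragment […] carrying P301L, 15 uM unlabeled plus 0.24 uM Alexa 594-labeled, was fibrillized with 20 uM heparin in 100 mM sodium acetate pH 7 for 6 hr at 37 C; 30 uM ThT fluorescence read after 1 hr.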
Lamin A splicing – modulators of lamin A splicing | HeLa LMNA splicing GFP/RFP minigene ratio, 48 h | Potency, µM (series often up to 46.1 µM), for inactives: at the top dose ratio change, negative = inhibition, hits mostly inhibitors | actives 0.01% (n = 200,000) | AID 1487; active = well fitted inhibition curve with a large enough effect in the signal ratio, with a control signal flat, not every such curve was filed as active; inconclusive = small, poorly fitted or top-dose-only effect, or effect the other way, or a change in a side signal; the % refers to the signal ratio; note: % is set by controls: 0 for no effect and ±100 for the full control effect
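Read-out is the ratio of GFP to DsRed2 object intensity, acquired by 488 nm laser-scanning cytometry on HeLa lamin A-EGFP minigene reporter cells. Compound incubation 48 hrs at 37 °C in Opti-MEM with 2% FBS; DMSO 0.5% final.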
L3MBTL1 inh – L3MBTL1 (human) inhibition | actives 0.66% (n = 230,000) | AlphaScreen L3MBTL1–H3K9me1 peptide binding | AID 485360 | Potency, µM (titrated, usually from 57.1 µM), for inactives: top-dose activity, negative = inhibition, most hits filed as inhibitors | Q9Y468; note: % is set by controls: 0 for no effect and ±100 for the full control effect; nearly all actives have a fitted effect of over 60% in size
Target sequence (Q9Y468 whole entry, looked up): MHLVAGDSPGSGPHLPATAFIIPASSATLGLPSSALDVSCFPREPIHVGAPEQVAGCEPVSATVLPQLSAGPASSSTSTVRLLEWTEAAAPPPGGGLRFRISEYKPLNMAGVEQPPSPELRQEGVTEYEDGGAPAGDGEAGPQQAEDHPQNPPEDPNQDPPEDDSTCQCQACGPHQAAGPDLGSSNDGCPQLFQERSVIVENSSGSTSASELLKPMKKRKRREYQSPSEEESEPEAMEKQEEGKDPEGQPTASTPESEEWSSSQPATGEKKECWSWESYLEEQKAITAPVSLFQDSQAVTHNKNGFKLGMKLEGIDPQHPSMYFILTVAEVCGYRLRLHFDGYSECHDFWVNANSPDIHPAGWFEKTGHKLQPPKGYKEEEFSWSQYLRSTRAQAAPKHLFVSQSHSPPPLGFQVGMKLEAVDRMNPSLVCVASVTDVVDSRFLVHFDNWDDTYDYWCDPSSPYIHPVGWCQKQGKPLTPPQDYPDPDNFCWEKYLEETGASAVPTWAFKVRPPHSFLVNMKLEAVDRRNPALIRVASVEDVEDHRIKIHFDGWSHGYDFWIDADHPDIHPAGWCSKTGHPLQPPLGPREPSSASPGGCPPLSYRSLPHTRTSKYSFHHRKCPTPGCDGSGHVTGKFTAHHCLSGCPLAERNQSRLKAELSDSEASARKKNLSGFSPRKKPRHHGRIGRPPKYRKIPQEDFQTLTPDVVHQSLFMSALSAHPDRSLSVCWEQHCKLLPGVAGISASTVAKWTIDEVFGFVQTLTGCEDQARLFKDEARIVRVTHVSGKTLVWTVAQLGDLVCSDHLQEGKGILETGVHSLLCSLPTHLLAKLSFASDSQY
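First, the protein-peptide complex forms for 30 min at room temperature (L3MBTL1 50 nM, biotinylated H3K9me1 peptide 75 nM). Next, compounds are pin-transferred and incubated 30 min. Finally, AlphaScreen beads are added and read after 30 min.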
SMN2 splice enh – enhancers of SMN2 splice variant expression | HEK293 SMN2-luciferase splicing reporter, luminescence, 30-36 h | Potency, µM (series often up to 46.1 µM), without a hit: top-dose activity change, positive = activation, actives largely listed as activators | actives 2.8% (n = 210,000) | AID 1458; note: % of control where 0% means no effect; nearly all actives have a fitted effect of over 55% in size
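HEK293 cells carry an SMN2 […]–luciferase reporter in which exon 7 inclusion puts luciferase in frame. Cells were plated 10-12 h before compound addition, then incubated 30-36 h at 37C. ONE-Glo luminescence was read; sodium butyrate at 4.5 mM final served as control.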
ALDH1A1 block – inhibitors of human aldehyde dehydrogenase 1A1; P00352; actives 7.3% (n = 220,000); Potency, µM (doses to about 75.3 µM), for the others: top-dose activity, negative = inhibition, hits mostly inhibitors; AID 1030; Purified ALDH1A1, NADH fluorescence, propionaldehyde substrate; active = well fitted inhibition curve with a large enough effect, not every such curve was filed as active; inconclusive = small, poorly fitted or top-dose-only effect, or another doubt; inactive = no such curve, though single readings can be large or run the other way;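 note: plate controls were no enzyme wells and a reference inhibitor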
Numbers without * were called inactive; i = inactive; ? = inconclusive; · = not tested or not shown; & = joins results of further samples; [ ] = another dose, or the depositor's remark. Unless noted, calls come from the whole dose curve; as a rule, active = well fitted curve in the direction sought with a large enough effect; inconclusive = small, poorly fitted or top-dose-only effect, or another doubt; inactive = no such curve, though single readings can be large; an effect the other way counts as inactive or inconclusive. Potency is the fitted concentration of half-maximal effect. Some of the compounds tested; rates above refer to the full screens.

SMILES | RECQ1 inh | Luc counter | KDM4E inh | Tau ThT inhib | Lamin A splicing | L3MBTL1 inh | SMN2 splice enh | ALDH1A1 block
CC[C@@H]1[C@@H]2C[C@H]3[C@H]4N(C)c5ccccc5[C@@]45C[C@@H]([C@@H]2[C@@H]5O)N3[C@H]1O | i | 1%[17.1 µM] | 5%[25.5 µM] | · | ? | · | -19%[20.6 µM] | -6%[20.9 µM]
CN(C)c1ccc(/C=C/C=C2/C(=O)NC(=O)N(c3ccccc3)C2=O)cc1 | -4% | 14µM* | -9% | 4µM* | ? | ? | · | ?
CCn1cc(C(=O)N2CCC3(CC2)OCCO3)c(=O)c2cc(S(=O)(=O)N3CCCC3)ccc21 | i | -2% | -3% | 3% | 12% | · | -7% | -10%
CN1CCC(N2CC3CC(C2)c2cccc(=O)n2C3)CC1 (centres undefined) | -4% | -3% | -6% | -11% | 2% | 40µM* | -4% | -8%
CCOC(=O)C/C(C)=N/NC(=O)COc1ccccc1C | -7% | · | 15% | -16% | -6% | 11% | · | ?
CCn1c(O)c(C=Nc2ccc(S(N)(=O)=O)cc2)c(=O)n(CC)c1=S | i | 2% | -6% | ? | -23% | -4% | 2% | ?
N#C/C(=C\c1ccc(N2CCCCC2)c([N+](=O)[O-])c1)c1nn(-c2ccccc2)c(N)c1C#N | -6% | 3% | -5% | ? | -7% | -6% | -30%[inhibitor] | ?
Cc1ccc(N(C)C(=O)Oc2ccc(C(=O)c3ccc(Cl)cc3)cc2)cc1 | 3% | 8% | -3% | ? | -8% | 8% | -36%[inhibitor] | -10%
O=C1NC(=O)C2(Cc3ccccc3N3CCCC32)C(=O)N1c1cccc(Cl)c1 (centres undefined) | i | 2% | -19% | ? | 0% | 1% | 0% | ?
Clc1ccc(C2N3CCCN23)c(Cl)c1 (centres undefined) | -8% | 20% | -3% | -6% | -1% | · | -14% | 2%
Cc1ccc(OCC(=O)N/N=C\c2ccc(O)c([N+](=O)[O-])c2)c([N+](=O)[O-])c1 | 4% | 0% | 0% | 13µM* | · | · | -11% | ?
CN1[C@@H]2CC[C@H]1CC(OC(=O)N1Cc3ccccc3NC1=O)C2 (some centres undefined) | -2% | -3% | -3% | -8% | · | · | -5% | -4%
O=C(c1cccc2ccccc12)C1CCCN(C2CCC2)C1 (centres undefined) | -8% | 0% | -18% | -6% | 4%[46 µM] | -12% | · | -6%
CCNC(C)Cc1cccc(C(F)(F)F)c1 (centres undefined) | i | -1%[39.9 µM] | · | -8% | ? | · | · | 0%
CC(NCc1ccc(Cl)cc1)C(O)c1ccccc1 (centres undefined) | -6% | -4% | -3% | 2% | 20% | 7% | -4% | 6%
CCCC(C)n1[nH]c(=O)c2c1NC(=O)CSC2c1ccc(OC)cc1 (centres undefined) | i | -4% | -1% | -6% | -6% | · | 64% | 6%
Cc1cccc(-n2c(O)c(C=NC34CN5CN(CN(C5)C3)C4)c(=O)[nH]c2=O)c1 | -1% | -4% | 5% | ? | 15%[46 µM] | 2% | -5% | ?
COC(=O)c1ccc(-n2c(C)nc3ccccc3c2=O)cc1 | i | -3% | 6% | 1% | -9% | · | -9% | 4%
C[C@@H]1O[C@@H](O[C@H]2C[C@@H](O)[C@]3(CO)[C@H]4[C@H](O)C[C@]5(C)[C@@H](C6COC(=O)C6)CC[C@]5(O)[C@@H]4CC[C@]3(O)C2)[C@H](O)[C@H](O)[C@H]1O (some centres undefined) | -4% | 14% | 4% | 9% | ? | 0% | 0.79µM* | 2%
CCc1cc2c(s1)N(CC(=O)OC)C(=O)CN=C2c1ccccc1OC | 21% | 2% | -10% | -3% | 0%[46 µM] | -1% | 9% | 13%
Cc1ccccc1-n1c(-c2ccc([N+](=O)[O-])cc2)nc2ccccc2c1=O | -6% | 1% | 9% | -1% | 1% | -6% | 3% | 7.9µM*
O=C(Nc1ccccc1F)OC1CN2CCC1CC2 (centres undefined) | i | · | 5% | -4% | 0%[46 µM] | 1% | · | 5%
COc1cc(/C=N/NP(=S)(c2ccccc2)c2ccccc2)ccc1O | -10% | 1% | 2% | ? | 3% | · | 0% | ?
CN1C(=O)C(Cc2cccs2)C(=O)N(C)C1=O | -9% | 14% | 9% | ? | -1% | 0% | 5% | 4%
COc1ccc(N2C(=O)/C(=C/C=C/c3ccccc3[N+](=O)[O-])C(=O)NC2=S)cc1 | 35µM* | 2% | ? | 28µM* | · | · | -7% | 8.9µM*
CN1CCN(c2cn[nH]c(=O)c2Cl)CC1 | i | 3% | -16% | -5% | 13%[46 µM] | -3% | · | -3%
CC1(C)[C@@H](O)C[C@H]2[C@](C)(O)[C@@H]3CC[C@H]4[C@@H](O)[C@@]3(C[C@@H](O)[C@@]21O)C[C@@]4(C)O | 4%&4% | · | · | -7%&5% | · | · | -8%&6% | 4%&-2%
COC(=O)C(O)(c1ccc(N(C)C(=O)OC(C)C)cc1)C(F)(F)F (centres undefined) | -9% | 0% | 2% | -9% | -4% | · | -27% | 6%
CN(C)c1ccc(/C=C2/C(=O)NC(=O)N(CCc3ccc(F)cc3)C2=O)cc1 | -1% | -6% | -26% | ? | 5% | -8% | -4% | 0.63µM*
COc1ccc(O)c(C(=O)c2cnn(-c3ccccn3)c2)c1 | -6% | -2% | -4% | ? | -27%[46 µM] | -24% | 0% | -3%
Oc1ccc(Br)cc1CN1CCN(c2ccccc2)CC1 | -1% | 6% | 6% | -17% | ? | · | 14% | 0%
Cn1cccc1/C=C1/C(=O)NC(=O)N(C(C)(C)C)C1=O | -17% | · | 4% | -7% | · | -1% | · | ·
Nn1c(COc2ccc(Cl)cc2)n[nH]c1=S | 2% | 1% | ? | -3% | · | 10% | 5% | 25µM*
COc1cc(NC(=O)CN2C3CCC2CC(O)(c2cccnc2)C3)cc(OC)c1 (centres undefined) | 13% | -4% | -3% | -3% | -3% | · | ? | -6%
CCOC(=O)N(CC)c1ccc(C(O)(C(=O)OCC)C(F)(F)F)cc1 (centres undefined) | -9% | 4% | 0% | -13% | 8% | 2% | -17% | 3%
O=C(Cc1ccccc1)Oc1cccc(-n2cnnn2)c1 | i | -2% | 6% | -9% | -4%[46 µM] | 3% | 2% | -8%

Rewritten as a markdown table: part of the list above
| Molecule | RECQ1 inh | Luc counter | KDM4E inh | Tau ThT inhib | Lamin A splicing | L3MBTL1 inh | SMN2 splice enh | ALDH1A1 block |
| --- | --- | --- | --- | --- | --- | --- | --- | --- |
| CC1(C)[C@@H](O)C[C@H]2[C@](C)(O)[C@@H]3CC[C@H]4[C@@H](O)[C@@]3(C[C@@H](O)[C@@]21O)C[C@@]4(C)O | 4%&4% | · | · | -7%&5% | · | · | -8%&6% | 4%&-2% |
| Oc1ccc(Br)cc1CN1CCN(c2ccccc2)CC1 | -1% | 6% | 6% | -17% | ? | · | 14% | 0% |
| CN1CCN(c2cn[nH]c(=O)c2Cl)CC1 | i | 3% | -16% | -5% | 13%[46 µM] | -3% | · | -3% |
| COC(=O)C(O)(c1ccc(N(C)C(=O)OC(C)C)cc1)C(F)(F)F (centres undefined) | -9% | 0% | 2% | -9% | -4% | · | -27% | 6% |

Further records
SMILES | RECQ1 inh | Luc counter | KDM4E inh | Tau ThT inhib | Lamin A splicing | L3MBTL1 inh | SMN2 splice enh | ALDH1A1 block
C[C@H]1COC2=C1C(=O)C(=O)c1c2ccc2c1CCCC2(C)C | ? | · | ? | 13µM* | · | ? | · | 13µM*
O=Cc1ccc(O)c(O)c1 | -5% | 2% | 4.5µM* | -15% | ? | 1% | 21% | -15%
COP(=O)(OC)C(NC(=O)/C=C/c1ccccc1)C(Cl)(Cl)Cl (centres undefined) | -3% | · | -12% | -4% | · | · | · | 3%
CCCN(CC#CCOc1ccc(OC)cc1)CCC | -2% | -2% | ? | -17% | 10% | 0% | 11% | 20µM*
Cc1c(C(c2ccc(O)cc2)c2c(O)c3ccccc3oc2=O)c(=O)n(-c2ccccc2)n1C (centres undefined) | -2% | 3% | -4% | ? | 0% | 2% | -21%&-5% | -4%
Cc1ccsc1C(=O)C1CCCN(Cc2cnc(N)nc2)C1 (centres undefined) | 1% | · | 11% | -7% | · | 44%[activator] | · | ·
COc1ccc2c(c1)c(CCN1CCOCC1)c(C)n2C(=O)c1cccc(Cl)c1Cl | i | 2% | 1% | -17% | · | · | -34%[inhibitor] | -10%
c1ccc(CCCCN2CCC(c3ccccc3)CC2)cc1 | -4%&-9% | 0% | 3% | -13%&-14% | · | · | -11% | 1%&-6%
COc1cccc(C(=O)C2CCCN(Cc3ccon3)C2)c1 (centres undefined) | -2% | -5% | -22% | 7% | ? | -3% | -14% | 10%
O=c1[nH]c(=O)n(Cc2ccco2)c(O)c1C=NCCN1CCOCC1 | i | 0% | 8% | -10% | 2% | -10% | -5% | -14%
N[C@@H](CCCP(=O)(O)O)C(=O)O | 5% | -1% | ? | 2% | · | · | · | 1%
Cc1ccc(-n2c(O)c(C=NCC3CCCO3)c(=O)[nH]c2=O)c(C)c1 (centres undefined) | -13% | · | -4% | 3% | · | 54%[activator] | · | ·
CC(C)CNP(=S)(c1ccccc1)C(C)(C)C (centres undefined) | -1% | · | -5% | -6% | · | 12% | · | ·
CN(CC(=O)Nc1ccccc1-c1ccccc1)C1CCCCC1 | -6% | 4% | 6% | ? | 8% | 20% | -19% | -3%
Cc1c(C=O)c2ccccc2n1Cc1cccc(F)c1 | -4% | 0% | -4% | -5% | -2% | 7% | -10% | -12%
CN(C)C(=O)Oc1ccc(Cl)c2cccnc12 | -15% | -4% | ? | -6% | · | · | -19% | -2%
O=C1N(c2cccc(Cl)c2)C(c2cccnc2)N2CCCN12 (centres undefined) | -14% | -1% | 6% | -8% | ? | · | -10% | 8%
Cc1c(N)c(C)c([N+](=O)[O-])c(C)c1[N+](=O)[O-] | i | -7% | 3% | -13% | 14%[46 µM] | -2% | · | 8%
Cc1nn(Cc2ccccc2Cl)c(C)c1C(=O)OCC(=O)N1CC(C)OC(C)C1 (centres undefined) | -9% | · | 2% | -7% | -7% | 2% | · | 5%
